Bioassay records: PubChem, Broad Institute
RAD54 inh: inhibitors of human RAD54 branch migration; 360,000 tested, 0.14% active; RAD54 Holliday junction branch migration, FAM/BHQ fluorescence; AID 602329; inhibition, % at 10.4 µM; Q92698;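 active = mean normalized replicate activity at least 40 and at least half of replicates scoring 40 or more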;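 also: 0% = median of neutral control wells and 100% = median of positive control wells; inhibitors cause a drop in the FAM fluorescence signal; in these data hits start at about 50%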
EWS-Fli block: inhibitors of EWS/Fli oncoprotein transcriptional activity; AID 651661; A673 NR0B1-luciferase reporter, viability-normalised; inhibition, % at 12.6 µM; 350,000 tested, 0.67% active;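 active = mean inhibition of at least 50% after viability correction, with every replicate also passing that limit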;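 also: firefly luciferase signal divided by Alamar Blue viability fluorescence both relative to DMSO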
esBAF inh: SWI/SNF esBAF complex inhibition; mouse ES cells, Bmi1-luciferase knock-in reporter, 24 h; 100% = twice the neutral-well signal; 350,000 tested, 2% active; reporter increase, % at 12.5 µM; in the data active = activation above about 40%;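 also: 0% = median of the plate's neutral control wells and 100% = double that signal; a rise in the Bmi1 reporter signal indicates esBAF inhibition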
FN deposit inh: fibronectin deposition inhibition | AH1F fibroblasts, Alexa488-fibronectin deposition fluorescence, overnight | inhibition, % at 12.6 µM | 350,000 tested, 0.086% active | AID 743247;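 active = mean inhibition across replicates of 30% or more, regardless of how many single replicates reach that level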;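 also: positive control wells lacked labelled fibronectin entirely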
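material = AH1F fibroblast monolayer depositing Alexa488-labelled fibronectin into matrix | amount = 10000 AH1F cells/well | buffer or medium = DMEM plus 2% serum, read in PBS | incubation = 1 h cell adhesion before compound, then overnight fibronectin incubation | detection = fluorescence at 485 nm excitation, 525 nm emission | evaluation = percent inhibition as loss of matrix-bound fibronectin fluorescence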
S100A4 inh HTS: inhibitors of human S100A4 binding to myosin IIA peptide; inhibition, % at 10.7 µM; P26447; 360,000 tested, 0.14% active; S100A4/TAMRA-MyoIIA peptide fluorescence polarization;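 active = mean inhibition of at least 70% across replicates, with every replicate also reaching that level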
Target sequence (P26447 whole entry, looked up): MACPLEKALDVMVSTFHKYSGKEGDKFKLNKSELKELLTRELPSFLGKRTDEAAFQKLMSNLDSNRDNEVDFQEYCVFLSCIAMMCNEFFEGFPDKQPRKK
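Test system – S100A4 monomer (human) · Compound – single-point compound testing · Schedule – 5 min incubation before reading · Probe or stimulus – TAMRA-labelled myosin IIA heavy-chain peptide probe, 5 nM · Benchmarks – neutral control DMSO, positive control TFP · Medium – Calcium-containing HEPES buffer, pH 7.2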
RAD52 inh: RAD52 (human) annealing inhibition | recombinant RAD52 DNA annealing, FRET fluorescence | inhibition, % at 18.7 µM | 360,000 tested, 0.46% active | AID 651710;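 active = every replicate showing at least 50% inhibition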
E-selectin induc: induces E-selectin expression in human endothelial cells; P16581; activation, % at 7.58 µM; HUVEC E-selectin immunofluorescence imaging; normalized: neutral wells 0, TNF-alpha wells 100; 260,000 tested, 0.37% active; AID 686992;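 active = mean E-selectin-positive cell signal at least 10% of the positive control, reached in at least 60% of replicates, without over 20% cell loss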;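 also: in these data hits start at about 27%; measured in HUVEC primary endothelial cells; signal is the percent of cells scored E-selectin positive by PE staining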
Target sequence (P16581 whole entry, looked up): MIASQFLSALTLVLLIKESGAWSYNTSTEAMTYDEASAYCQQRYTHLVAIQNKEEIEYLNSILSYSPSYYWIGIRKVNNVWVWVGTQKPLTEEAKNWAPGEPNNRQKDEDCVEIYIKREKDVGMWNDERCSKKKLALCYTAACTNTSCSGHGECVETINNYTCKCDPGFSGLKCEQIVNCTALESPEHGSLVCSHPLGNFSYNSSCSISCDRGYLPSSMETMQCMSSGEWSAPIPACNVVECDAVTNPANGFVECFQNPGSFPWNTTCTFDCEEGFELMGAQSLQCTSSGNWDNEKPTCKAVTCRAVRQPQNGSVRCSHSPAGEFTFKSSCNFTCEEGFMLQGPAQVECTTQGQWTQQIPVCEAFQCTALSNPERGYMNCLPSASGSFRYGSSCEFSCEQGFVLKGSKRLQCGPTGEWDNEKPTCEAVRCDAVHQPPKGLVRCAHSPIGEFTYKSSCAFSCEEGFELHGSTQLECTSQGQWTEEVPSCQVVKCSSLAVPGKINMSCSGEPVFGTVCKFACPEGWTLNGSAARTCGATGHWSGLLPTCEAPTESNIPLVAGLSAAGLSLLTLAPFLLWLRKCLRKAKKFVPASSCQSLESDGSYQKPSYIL
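Assay system: HUVEC, human umbilical vein endothelial cells / Amount: 3,000 HUVEC/well / Controls: TNF-alpha positive control, DMSO neutral control / Compound dosing: single concentration / Medium: EGM-2 over gelatin coat / Evaluation: percent E-selectin-positive cells / Signal: immunofluorescence imaging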
Xi reactivation: reactivates the inactive X chromosome in mouse fibroblasts. activation, % at 7.58 µM. 360,000 tested, 0.055% active. XiGFP mouse fibroblasts, % GFP-positive cells imaging, 3 d; cells co-treated with 5-aza-dC sensitizer; scaled so ellipticine positive control = 100%;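 active = mean normalized replicate activation at least 10% and every replicate at or above 10%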;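 also: 0% = median of on-plate neutral control wells and 100% = ellipticine 6 µM median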
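System: XiGFP fibroblasts, SV40-immortalized. Medium: DMEM plus 5-aza-dC sensitizer. Doses: single point. Timing: 3 d treatment, 15 min room-temperature fixation. Control set: ellipticine 6 µM.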
An asterisk follows results filed as active; x = no result given; & = joins results of further samples.

SMILES	RAD54 inh	EWS-Fli block	esBAF inh	FN deposit inh	S100A4 inh HTS	RAD52 inh	E-selectin induc	Xi reactivation
COc1ccc(-c2[nH]n(-c3ccc([N+](=O)[O-])cc3)c(=O)c2C=NCc2ccccc2)cc1	x	3	x	2	4	-31	-0.1	1.4
CCOC(=O)NC(=O)CSc1ccc(S(=O)(=O)N(C)C2CCCCC2)cn1	10	0	0	8	-9	-11	-1.8	-0.1
CN(CC1COc2ccccc2O1)C(=O)Cn1cc(C(F)(F)F)ccc1=O (stereo not given)	x	2	2	1	0	-7	-0.3	0.0
O=C(CN1CCN(c2ccccc2)CC1)NC(=O)NCc1ccco1	2	5	x	-1	-2	-25	x	0.1
O=c1c2c(c(-c3ccccc3)nn1Cc1ccccc1)CCCC2	-9	14	12	3	-5	-14	x	0.0
CCCNC(=O)c1oc2ccc3c(c2c1C)C(O)CC(C)(C)O3 (stereo not given)	-23	-18	16	x	-19	-10	x	0.1
Cc1c(Br)c([N+](=O)[O-])nn1CC(=O)Nc1c(C)n(C)n(-c2ccccc2)c1=O	x	2	x	-9	0	-3	0.1	0.3
O=C1CCCN2N=C(SCC(=O)Nc3ccc([N+](=O)[O-])cc3)SC2=N1	-1	3	-2	1	3	-12	0.1	0.0
CCNC(=S)NNC(=O)c1ccc2ncccc2c1	3	7	-2	-9	-1	-1	0.0	0.0
O=C(Cc1ccccn1)N[C@H]1CC[C@@H](CCn2cc(-c3cccnc3)nn2)O[C@@H]1CO	0	-5	0	x	19	-33	0.1	-0.1
O=C(NCc1cccnc1)c1nn2cccnc2c1Cl	x	-13	-15	-3	2	-2	-2.7	0.1
COc1ccc(C2=NN(C(=O)COC(=O)c3ccc(NC(=O)CC#N)cc3)C(c3ccco3)C2)cc1 (stereo not given)	-16	-17	11	25	-16	-110	0.1	2.1
Cc1ccnc(NS(=O)(=O)c2ccc(NC(=O)C3CC=CCC3C(=O)O)cc2)n1 (stereo not given)	x	1	x	-4	0	-6	x	0.1
COc1ccc(NC(=O)CCCn2cnc3ccccc3c2=O)c(OC)c1	7	8	-3	3	-4	-2	-0.3	0.3
Cc1nnc(NC(=O)c2nc(S(=O)(=O)Cc3ccccc3)ncc2Cl)s1	-3	58*	6	7	-7	-18	x	0.3
COc1ccc2oc(=O)c(C(=O)NC(C)c3ccccc3)cc2c1 (stereo not given)	-4	-12	-1	-1	-5	-13	x	0.0
CCC(Oc1ccccc1)C(=O)Nc1ccccc1OC (stereo not given)	1	5	-5	x	0	-17	x	x
CC1=NN(C(=O)c2ccc(Cn3nc(C)c(Br)c3C)cc2)C(O)(C(F)(F)F)C1 (stereo not given)	x	5	3	-3	-1	0	5.4	0.2
COCC(=O)N1CC2(C1)CN(Cc1cccc(Cl)c1)[C@H](CO)c1[nH]c3cc(OC)ccc3c12	x	11	x	-1	6	-40	0.1	0.1
CO[C@@H](C(=O)N(C)C[C@H]1OCc2ccccc2-c2ccccc2C(=O)N([C@H](C)CO)C[C@@H]1C)c1ccccc1	5	-5	5	10	-37	-20	0.1	0.0

Structures above that have a nitro group on carbon (3):
SMILES	RAD54 inh	EWS-Fli block	esBAF inh	FN deposit inh	S100A4 inh HTS	RAD52 inh	E-selectin induc	Xi reactivation
COc1ccc(-c2[nH]n(-c3ccc([N+](=O)[O-])cc3)c(=O)c2C=NCc2ccccc2)cc1	x	3	x	2	4	-31	-0.1	1.4
Cc1c(Br)c([N+](=O)[O-])nn1CC(=O)Nc1c(C)n(C)n(-c2ccccc2)c1=O	x	2	x	-9	0	-3	0.1	0.3
O=C1CCCN2N=C(SCC(=O)Nc3ccc([N+](=O)[O-])cc3)SC2=N1	-1	3	-2	1	3	-12	0.1	0.0

The results go on.
SMILES	RAD54 inh	EWS-Fli block	esBAF inh	FN deposit inh	S100A4 inh HTS	RAD52 inh	E-selectin induc	Xi reactivation
O=C(NCc1ccccc1)C1C(c2ccc3c(c2)OCO3)=Nc2ccccc2N1C(=O)c1cccc(C(F)(F)F)c1 (stereo not given)	x	6	x	3	3	-23	-0.4	0.0
C[C@@H]1CN([C@H](C)CO)S(=O)(=O)c2ccc(C#CC3CC3)cc2O[C@H]1CN(C)C(=O)c1ccccn1	10	-1	4	-5	6	4	0.8	0.2
O=C(Nc1nc2ccc(F)cc2s1)c1cccs1	x	-6	x	-2	1	6	0.0	-0.1
O=C(C[C@H]1C[C@@H]2c3cc(NC(=O)C4CCC4)ccc3O[C@@H]2[C@@H](CO)O1)NCCc1ccccc1	0	-3	7	x	-13	-8	0.8	0.3
COc1ccc(-n2nnnc2CNC(=O)C(=O)c2c(C)[nH]c3ccccc23)cc1	x	-2	x	1	13	-7	x	0.2
COc1ccc(CN(C)C[C@@H]2OCCCC[C@@H](C)Oc3ccc(NC(=O)Nc4ccc(F)cc4)cc3C(=O)N([C@H](C)CO)C[C@@H]2C)cc1	1	-9	-4	x	-8	-6	0.4	-1.2
C[C@H]1CN([C@@H](C)CO)C(=O)Cc2cc(NC(=O)CCN3CCOCC3)ccc2O[C@@H]1CN(C)Cc1ccc(Oc2ccccc2)cc1	0&-22	-1&11	3&2	-2	6&15	15&0	-1.1&0.2	0.2&0.0
O=C(C[C@H]1CC[C@@H](NC(=O)C2CCOCC2)[C@@H](CO)O1)NCc1ccncc1	x	x	x	x	3	-17	-0.3	0.1
C[C@H](NC(=O)[C@H]1[C@H](CO)[C@H]2Cn3c(ccc(-c4ccccc4F)c3=O)[C@@H]1N2)c1ccccc1	12	-12	2	-1	14	1	0.2	0.1
CCN(C(=O)CCC(=O)N(CC)c1ccccc1)c1ccccc1	x	4	x	2	-7	-4	-0.4	-0.1
O=C(Cc1ccc(Cl)cc1)Nc1cc(S(=O)(=O)N2CCOCC2)ccc1N1CCCC1	x	3	x	13	-2	-35	-2.4	0.0
CC(C)(C)OC(=O)NCCC(=O)N/N=C/c1ccc2ncccc2c1	5	-2	18	-6	-5	-8	x	0.1
CCN(CC)CCc1nc(-c2ccccc2)no1	-13	-12	6	-2	-2	-5	0.0	-0.1
COCCNc1oc(/C=C/c2ccccc2)nc1C#N	x	-117	x	-8	1	-6	2.5	0.0
CNC(=O)C[C@@H]1CC[C@@H]2[C@@H](COc3ccc(NC(=O)Nc4cccc(F)c4)cc3C(=O)N2C)O1	-5	-15	3	-9	x	x	0.0	0.3
O=C(C[C@H]1CC[C@H]2[C@@H](COC[C@H](O)CN2Cc2cc(F)ccc2F)O1)N[C@H]1CCN(Cc2ccccc2)C1	0	5	-3	5	3	-14	0.0	0.2
COc1cc(C(=O)NCc2nnc(SCC(=O)N3CCCc4ccccc43)o2)cc(OC)c1OC	-4	0	x	4	-4	9	2.8	0.0
C/C(=N\NC(N)=O)C1CC(Cc2ccccc2)C(=O)O1 (stereo not given)	1	2	4	-3	-2	-7	x	0.0
Nc1ccc(C(=O)N2CCCC2)cc1CS(=O)(=O)c1ccc(Cl)cc1	8	-1	-1	9	-5	-14	x	0.0
Cc1noc(C)c1NC(=O)Nc1ccc2c(c1)C(=O)N([C@@H](C)CO)C[C@H](C)[C@H](CN(C)Cc1ccc(Cl)c(Cl)c1)OCCCC[C@@H](C)O2	-1	-7	1	x	-1	5	0.3	0.1
COc1cccc(C(=O)N2C[C@@H]3[C@H](c4ccccc42)[C@@H](CO)N3C(=O)c2ccc(F)cc2)c1	-11	5	-7	-6	8	-7	0.0	0.0
CC(OC(=O)c1ccccc1C(=O)N(C)Cc1ccccc1)C(=O)NC1(C#N)CCCCC1 (stereo not given)	5	2	-2	-3	1	-3	0.4	0.1
CO[C@H]1CN(C)C(=O)c2ccc(NC(=O)C3CC3)cc2OC[C@@H](C)N(C(=O)NC(C)C)C[C@@H]1C	2	-1	6	-8	0	-4	-0.1	-0.7
CC(C)Sc1nnc(Cn2c(=O)sc3ccccc32)n1-c1ccccc1	4	-5	-5	-13	-3	4	0.2	0.0
OCCCN=C1CCCc2c1[nH]c1ccc(Cl)cc21	x	8	5	0	-7	-24	-2.5	-0.1
OCc1ccccc1-c1cnc2cccnn12	-1	0	6	-2	-2	3	0.0	0.5
COc1cc2nc(CN3CCN(S(=O)(=O)c4ccc(Br)cc4)CC3)[nH]c(=O)c2cc1OC	-4	2	-10	1	-1	-15	-0.3	0.0
Cn1c(N)c(C(=O)COC(=O)c2ccccc2C(=O)c2ccc(Cl)cc2)c(=O)n(C)c1=O	0	3	-2	-5	1	-15	-0.1	0.0
COC(=O)[C@H](C(C)C)N(Cc1ccccc1)S(=O)(=O)CCNC1CCCC1	4	-2	-4	-1	-1	-11	-1.3	0.0
CCOC(=O)c1sc(NC(=O)CSc2n[nH]c(CC)n2)nc1C	x	-11	x	x	-1	-3	x	0.0
C[C@H]1CCCCO[C@H](CN(C)C(=O)C2CCCCC2)[C@@H](C)CN([C@@H](C)CO)C(=O)c2cc(NC(=O)Nc3ccc(C(F)(F)F)cc3)ccc2O1	8	6	-2	0	-7	-9	0.4	0.0
CC1(C)OC(=O)C(=Cc2ccc[nH]2)C(=O)O1	-7	23	-1	-1	-1	-40	0.8	0.0
O=C(NCC[C@H]1CC[C@@H](NS(=O)(=O)c2ccc(Cl)cc2)[C@@H](CO)O1)c1ccccc1F	6	-5	6	x	-2	-4	-1.6	-0.2
O=C(NCc1nnc(SCC(=O)N2CCC(Cc3ccccc3)CC2)o1)c1ccco1	x	11	x	-3	1	-5	0.0	0.2
COc1ccc(C(=O)Nc2ccc3c(c2)OC[C@@H](C)NC[C@H](C)[C@H](OC)CN(C)C3=O)cc1	2	-4	-2	0	1	-5	5.5	0.0
COc1ccc(S(=O)(=O)N(C)C[C@H]2OCCCC[C@@H](C)Oc3ccc(NS(C)(=O)=O)cc3C(=O)N([C@H](C)CO)C[C@H]2C)cc1	3	-4	0	x	-9	-13	0.2	-0.1
O=C(NC1CCCCC1)C(c1cccnc1)N(C(=O)CCl)c1ccccc1Cl (stereo not given)	x	48	x	10	-6	-11	1.2	0.2
O=C1CCC[C@@H]2C[C@@]3(C[C@@H]4CCN1[C@H]24)Nc1cc([N+](=O)[O-])ccc1NC3=NC1CCCCC1	-9	10	-3	-4	-13	-5	1.2	0.6
CN1CCN(c2ccc(C(F)(F)F)cc2NC(=O)Nc2ccccc2)CC1	2	5	7	1	-6	4	-0.3	0.0
O=C(CSCc1ccccc1)Nc1ccc2c(c1)C(=O)NC2=O	x	9	x	0	-2	-3	x	0.0
CCCn1c2ccccc2c2cnn(CC(=O)NCCN(CC)CC)c(=O)c21	-9	1	0	-1	3	4	x	0.3
CCCNC(=O)N1C[C@H](O)COC[C@@H]2O[C@H](CC(=O)N[C@H]3CCN(Cc4ccccc4)C3)CC[C@H]21	10	-2	-5	-14	87*	6	-0.1	0.1
Cc1ccc(S(=O)(=O)N2CCOCC2)cc1NCC(=O)Nc1ccc(OC(F)(F)F)cc1	x	-8	x	5	-3	-4	1.7	0.1

One compound at a time (already shown). Order of screens: RAD54 inh	EWS-Fli block	esBAF inh	FN deposit inh	S100A4 inh HTS	RAD52 inh	E-selectin induc	Xi reactivation
Cn1c(N)c(C(=O)COC(=O)c2ccccc2C(=O)c2ccc(Cl)cc2)c(=O)n(C)c1=O reads 0	3	-2	-5	1	-15	-0.1	0.0
COc1ccc(S(=O)(=O)N(C)C[C@H]2OCCCC[C@@H](C)Oc3ccc(NS(C)(=O)=O)cc3C(=O)N([C@H](C)CO)C[C@H]2C)cc1 reads 3	-4	0	x	-9	-13	0.2	-0.1
